GLP1R ag: activates the human GLP-1 receptor | Potency, µM (titrated, usually from 45.6 µM), for the others: at the top dose activation, hits mostly activators | HEK293 GLP-1R CRE-luciferase, luminescence, 4-6 h; cells express a hypersensitive GLP-1R form | 380,000 tested, 0.007% active; further: potency means the concentration at half of the fitted maximal effect; % of control where 0% means no effect
D3 ag: D3 dopamine receptor (human) agonism | 410,000 tested, 0.58% active | P35462 | max activation, % | D3R DiscoveRx beta-arrestin cells, luminescence, 90 min; in the data active means max activation above about 30%; further: 0% is about no effect; mostly tested at two doses, the higher about 12 µM
Target sequence (P35462 whole entry, looked up): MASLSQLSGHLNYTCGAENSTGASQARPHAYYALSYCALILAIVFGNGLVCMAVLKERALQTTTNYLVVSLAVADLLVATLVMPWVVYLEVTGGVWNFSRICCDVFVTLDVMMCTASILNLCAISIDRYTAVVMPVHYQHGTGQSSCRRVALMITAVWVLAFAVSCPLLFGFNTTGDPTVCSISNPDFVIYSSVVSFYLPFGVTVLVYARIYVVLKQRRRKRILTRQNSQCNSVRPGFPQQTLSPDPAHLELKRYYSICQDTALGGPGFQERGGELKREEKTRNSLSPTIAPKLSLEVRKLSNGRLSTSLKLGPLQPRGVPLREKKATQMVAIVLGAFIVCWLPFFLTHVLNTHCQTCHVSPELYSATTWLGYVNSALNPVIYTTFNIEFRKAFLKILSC
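Cells at 1500/well, incubated overnight, then treated with pinned compounds (dopamine as control) for 90 min at 37 degrees C. DiscoveRx reagent added for 30 - 60 minutes at room temperature; luminescence read.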
KB-V1 MDR tox: kills drug-selected multidrug resistant KB-V1 cells | KB-V1 MDR cells viability, CellTiter-Glo, 72 h | Potency, µM (titrated, usually from 46.1 µM), for inactives: at the top dose activity change, negative = cytotoxicity, usual class: cytotoxic | AID 1347076 | 400,000 tested, 3.4% active; further: potency means the concentration at half of the fitted maximal effect; on the % scale 0 is the no-effect control and ±100 the full control effect; nearly all actives have a fitted effect of over 60% in size
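Cytotoxicity via CellTiter-Glo luminescence after 72 h compound exposure at 37 degrees C. Cells: drug-selected KB-V1 line, DMEM phenol-red free plus 10% FBS. Compounds tested at multiple concentrations; normalized data fitted to concentration-effect curves.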
PTHR1 ag: activates the human parathyroid hormone receptor PTHR1 | AID 743266 | 410,000 tested, 0.075% active | Q03431 | Potency, µM (series often up to 115 µM), for the others: at the highest dose activation, actives largely listed as activators | HEK293 GP2 PTHR1 cells, GloSensor cAMP luminescence, 1 h; further: potency means the concentration at half of the fitted maximal effect; nearly all actives have a fitted effect of over 55% in size; some results filed as inactive show a strong effect at the top dose; inactives centre near -15; many of its hits are not listed in these tables
Target sequence (Q03431 whole entry, looked up): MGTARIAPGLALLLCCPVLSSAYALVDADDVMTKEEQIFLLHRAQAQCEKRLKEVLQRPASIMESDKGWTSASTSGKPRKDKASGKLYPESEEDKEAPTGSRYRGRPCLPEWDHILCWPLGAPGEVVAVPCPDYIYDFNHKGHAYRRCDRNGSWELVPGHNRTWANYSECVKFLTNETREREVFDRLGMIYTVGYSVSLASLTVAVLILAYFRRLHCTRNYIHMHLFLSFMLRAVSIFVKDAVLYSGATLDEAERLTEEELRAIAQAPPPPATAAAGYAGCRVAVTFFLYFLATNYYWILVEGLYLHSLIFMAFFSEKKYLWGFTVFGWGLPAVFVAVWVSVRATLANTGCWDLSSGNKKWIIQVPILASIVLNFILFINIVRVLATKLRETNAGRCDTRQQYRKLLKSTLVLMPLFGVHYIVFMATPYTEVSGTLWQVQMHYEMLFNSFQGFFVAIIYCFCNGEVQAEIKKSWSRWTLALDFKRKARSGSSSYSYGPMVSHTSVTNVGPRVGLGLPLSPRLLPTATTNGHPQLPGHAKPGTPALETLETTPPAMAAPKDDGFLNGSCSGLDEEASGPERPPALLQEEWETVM
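HEK-293-derived GP2 cells expressing PTHR1 and a GloSensor cAMP reporter, 3,000/well, plated overnight, given luciferin plus IBMX (each 0.5 mM as added) for 1 h at 37 °C, then compound for 1 h at 37 °C. Luminescence was read after 15 min at room temperature.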
GLP-1R inv ag: acts as inverse agonist at human GLP-1 receptor. P43220. HEK293 GLP-1R CRE-luciferase, luminescence, 24 h; GLP-1R form is constitutively active. Potency, µM (doses to about 38.3 µM), inactives show at the top dose activity change, negative = inhibition, usual class: inhibitors. 410,000 tested, 1.6% active; further: potency means the concentration at half of the fitted maximal effect; on the % scale 0 is the no-effect control and ±100 the full control effect; nearly all actives have a fitted effect of over 55% in size
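Readout was luciferase luminescence, measured 12 min after detection reagent at room temperature. Beforehand, GLP-1R reporter HEK293 cells had sat 12 h, then received compounds for 24 hr at 37 deg C.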
TDP-43 yeast inh: rescues yeast growth from TDP-43 toxicity | TDP-43 expressing yeast growth rescue, BacTiter-Glo, 24 h | Potency, µM (titrated, usually from 46.1 µM), for the others: at the top dose growth rescue (activation), usual class: activators | AID 652104 | 410,000 tested, 1.8% active; further: potency means the concentration at half of the fitted maximal effect; % of control where 0% means no effect; nearly all actives have a fitted effect of over 50% in size
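Galactose-induced TDP-43 yeast, OD600=0.02, compound pinned; 24 hr, 30 deg C; BacTiter-Glo luminescence for growth. Inhibitors of TDP-43 toxicity read as activators.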
GLP1R cytotox: cytotoxic in the GLP-1 receptor inverse agonist counter-screen; HEK293 cAMP-luciferase reporter cells, luminescence, 24 h; Potency, µM (series often up to 38.3 µM), inactives show top-dose activity change, negative = inhibition, hits mostly inhibitors; 410,000 tested, 0.13% active;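 further: loss of luciferase light is scored as toxicity; potency means the concentration at half of the fitted maximal effect; on the % scale 0 is the no-effect control and ±100 the full control effect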
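Quantitative HTS format, 1536 wells, 200 cells/uL seeded. Compounds: 23 nL, 24 h, 37 °C. Detection: luciferase reagent, luminescence at 12 min RT; decreased signal taken as cytotoxic.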
DRD3 antagonist: antagonists of human D3 dopamine receptor | 360,000 tested, 2.5% active | max response, negative = inhibition, % | P35462 | D3R cells, DiscoveRx beta-arrestin luminescence, antagonist mode; stronger effect = lower value; in the data active means max response below about -50%; inconclusive means no clear call, values can overlap the other calls; further: on the % scale 0 is the no-effect control and ±100 the full control effect; mostly tested at two doses, the higher about 12 µM
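Cells expressing the human receptor were seeded at 1500 cells/well, incubated overnight at 37 degrees C in 5% CO2, then exposed to library compounds with dopamine controls for 90 minutes at 37 degrees C before luminescent detection.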
aSyn rescue: rescues yeast growth from alpha-synuclein toxicity | Yeast expressing alpha-synuclein, growth rescue, BacTiter-Glo, 24 h | 370,000 tested, 0.14% active | Potency, µM (highest dose often 46.1 µM), inactives show at the top dose growth rescue (activation), hits mostly activators; further: potency means the concentration at half of the fitted maximal effect; % of control where 0% means no effect; nearly all actives have a fitted effect of over 65% in size
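Readout is rescue of growth in alpha-synuclein-expressing yeast, so inhibitors of toxicity appear as activators. Growth after 24 hr at 30 deg C in galactose medium is quantified by luminescence.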
* marks the source's active call; other numbers are inactive results; i = inactive; u = inconclusive; x = no result given; [ ] = remark or other dose. Unless noted, the call rests on the fitted dose curve; in most records, active means well fitted curve in the direction sought with a large enough effect; inconclusive means small, poorly fitted or top-dose-only effect, or another doubt; inactive means no such curve, though single readings can be large; an effect the other way counts as inactive or inconclusive. A portion of the library. The share of hits here may be higher or lower than overall.

SMILES | GLP1R ag | D3 ag | KB-V1 MDR tox | PTHR1 ag | GLP-1R inv ag | TDP-43 yeast inh | GLP1R cytotox | DRD3 antagonist | aSyn rescue
COC(=O)CCCC1=CC2=CC(=O)C(C)(OC(=O)c3cccs3)C(=O)C2=CN1c1ccccc1 (stereo not drawn) | 6.3% | 4.0 | -0.5% | -7.7% | 26.7% | -12.5% | -11.3% | -5.6 | 0.8%
COc1ccc(-c2csc(NC(=S)NC(=O)c3ccco3)n2)cc1 | 11.9% | -2.4 | 20.9% | i | 11.3% | 1.9% | 0.7% | 9.6 | -10.4%
O=C1CS/C(=C/C(=O)c2cccc(Cl)c2)N1 | 0.3% | 0.2 | -5.9% | u | 6.1% | 10.6% | 4.3% | -22.3 | -6.2%
Cc1ccc(S(=O)(=O)c2cn(Cc3ccc(F)cc3)c3cc(N4CCCC4)c(F)cc3c2=O)cc1 | x | 7.6 | 22.0% | i | 2.3% | 12.1% | -12.8% | x | x
CC1(C(=O)NS(=O)(=O)c2cccc(OC(F)F)c2)CCN1C(=O)CCc1cccs1 (stereo not drawn) | -7.6% | 9.8 | 25.7% | -1.6% | -19.9% | 19.9% | 4.0% | 2.8 | -0.8%
CCc1cc(=O)oc2cc(OCC(=O)OC)c(Cl)cc12 | 9.8% | 0.7 | 0.0% | i | 5.0% | 11.2µM* | 4.3% | -4.6 | 0.8%
COc1ccccc1N/C=C/c1onc(C)c1[N+](=O)[O-] | -7.3% | -4.8 | -12.0% | -13.3% | -42.1% | -1.9% | 117.9%[activator] | -3.4 | -8.0%
CC1(C)CC(=O)C(C=NCC2CCN(C(=S)Nc3ccccc3)CC2)=C(O)C1 | 3.4% | 4.0 | 2.5% | -2.4% | 4.2% | -4.1% | 7.9% | -4.4 | 0.2%
CC(C)CCNC1c2ccccc2C(=O)N1Cc1ccccc1 (stereo not drawn) | -0.4% | 2.7 | u | i | u | 7.9% | 7.0% | -2.8 | 15.4%
COc1ccc2c(/C=C/c3cc[n+](C)cc3)c[nH]c2c1 | -2.5% | -0.7 | u | i | -16.4% | -12.1% | -13.1% | -12.0 | -0.5%
Brc1ccc(NC2=Nc3ccccc3CC2)cc1 | 25.9% | 0.4 | -14.9% | i | 2.1% | 27.3% | 50.6%[activator] | -14.1 | 6.7%
Cc1ccc(NC(=O)CCS(=O)(=O)c2ccc(Br)cc2)c(C)c1 | x | -13.3 | 14.3% | i | 2.2% | -1.5% | 11.7% | x | x
COc1cc(NC(=O)Cn2c(=O)n(CC(=O)NCCc3ccc(OC)c(OC)c3)c(=O)c3sccc32)cc(OC)c1 | x | -14.1 | x | -24.3% | 13.3% | 0.1% | -2.7% | x | x
COc1ccc(C(=O)COC(=O)CCC(=O)c2cccs2)cc1 | 10.9% | 0.9 | 0.1% | i | 5.7% | 1.9% | u | 5.3 | -2.0%
COc1ccc(CNC(=O)CN2C(=O)C3CCCN3c3ncc(Cl)cc32)cc1 (stereo not drawn) | 3.3% | 7.2 | -9.0% | i | 32.9%[activator] | 2.6% | 4.3% | 12.9 | 3.6%
Cc1cc2sc(C(=O)O)c(C)c2s1 | 1.1% | 7.0 | -2.3% | i | -1.0% | u | 4.2% | -2.3 | -19.6%
COc1ccc2c(CNC3CCCCCC3)c(C(=O)O)n(Cc3cccc(F)c3)c2c1 | x | 4.5 | 0.0% | i | 1.1% | 12.5% | -2.5% | x | x
O=C(O)c1ccccc1C(=O)Nn1cnnc1 | -5.0% | -2.8 | -4.3% | -23.0% | 5.8% | 14.2% | 13.0% | -12.7 | 0.5%
CC(=O)Nc1ccc(OS(=O)(=O)c2ccc([N+](=O)[O-])cc2)cc1 | 3.2% | 7.0 | 16.1% | -8.7% | 5.4% | 14.2% | 0.8% | -4.2 | 5.3%
O=C(Nc1nccs1)c1ccc(F)c(S(=O)(=O)N2CCOCC2)c1 | 9.1% | 2.7 | -21.2% | i | 9.0% | -3.5% | 12.6% | 7.1 | -9.1%
O=C(Cn1cnc2c(NCc3ccccc3)ncnc21)N1CCN(c2ccccn2)CC1 | 6.3% | 2.5 | 3.9% | i | 11.4% | 13.7% | 3.9% | 18.3 | 0.4%
NC1=C([N+](=O)[O-])C(c2ccccc2)C2=C(CCCC2=O)O1 (stereo not drawn) | -4.1% | -4.4 | 14.1% | i | 0.2% | 9.6% | -2.4% | -2.4 | -1.9%
FC(F)c1nc2nc(Cl)c(Cl)nc2[nH]1 | 10.3% | 1.6 | -5.7% | -39.5%[inhibitor] | 14.1µM* | 24.1% | -9.5% | 12.4 | -4.9%
Nc1ncccc1C(=O)OCC(=O)NC1CCCCCC1 | -2.3% | 15.0 | 11.9% | -19.0% | 8.3% | 15.7% | 4.5% | 8.4 | 0.0%
COC(=O)Cc1ccc(NC(=S)Nc2ccccn2)cc1 | 22.0% | -5.6 | -6.4% | -22.0% | -12.2% | -15.7%[9.22 µM] | u | -14.0 | 1.0%

Continuation:
SMILES | GLP1R ag | D3 ag | KB-V1 MDR tox | PTHR1 ag | GLP-1R inv ag | TDP-43 yeast inh | GLP1R cytotox | DRD3 antagonist | aSyn rescue
CC1CCCCN1CCNC(=O)Cn1nc(-c2ccccc2)ccc1=O (stereo not drawn) | 1.4% | -11.1 | 2.4% | -7.9%[57.5 µM] | 0.0% | -3.2% | 29.8% | -98.0* | -3.4%
COc1ccc(NC(=O)c2ccccn2)cc1 | -33.0%[inhibitor] | 3.8 | -26.3% | -16.1% | u | -26.7% | -16.0% | -13.5 | -29.5%
COc1ccc(CNC(=O)N2CCc3ccccc3C2)cc1 | 19.0% | 6.8 | 14.1% | i | 13.4% | 27.9% | u | 6.8 | 11.0%
COc1cc(NS(=O)(=O)c2cc(C(=O)N3CCN(C(C)=O)CC3)ccc2OC)cc(OC)c1 | 0.6% | 6.0 | 35.4% | -10.0% | -11.7% | -2.8% | -5.0% | 4.5 | 1.1%
COC(=O)c1cccc(NC(=O)Cc2nc(-c3ccccc3)sc2-c2ccc(C)cc2)c1 | 1.6% | -3.7 | -5.8% | -48.4%[inhibitor] | -14.3% | -7.7% | 10.4% | -26.8 | 1.4%
O=C(Cc1ccccc1[N+](=O)[O-])N1CCN(c2ccccc2F)CC1 | -0.7% | 4.6 | -4.5% | -19.5% | 9.5% | 6.3% | -4.9% | -9.7 | -0.9%
COc1ccc(S(=O)(=O)Nc2nccs2)cc1OC | -2.1% | -7.7 | 20.1% | i | -10.2% | -14.9% | 1.6% | -15.5 | -1.8%
Cc1nn(CCC#N)c2nc(C(F)(F)F)[nH]c(=O)c12 | 4.4% | -7.5 | 10.4% | i | 1.2% | -3.3% | 12.0% | 0.0 | -3.0%
Cc1ccc(Cl)cc1N1CCN(C(=O)c2cnc(N3CCOCC3)c3ccccc23)CC1 | x | 1.8 | u | -92.9%[inhibitor] | u | 22.4µM* | -7.7% | x | x
Cc1cc(C)c2oc(C(=O)N3CCN(Cc4ccccc4)CC3)cc(=O)c2c1 | 32.0% | 1.9 | 5.2% | i | 19.3% | 0.6% | -11.3% | 2.5 | 2.4%
O=S(=O)(NN1CCOCC1)c1ccc(Cl)s1 | -0.8% | 5.6 | 0.2% | -19.2% | 0.9% | -12.7% | -1.9% | 0.3 | 2.0%
Cc1ccc(C(=O)Nc2ncc(Cc3ccccc3)s2)o1 | -6.3% | 2.9 | 0.0% | -27.9% | -6.8% | u | -8.1% | 0.5 | x
CCCn1cnc2c(SCc3ccccc3)nc(N)nc21 | u | 4.6 | 4.5% | i | 102.5%[activator] | 22.8% | 0.3% | -2.1 | 7.0%
CC(C)(C)C(=O)C(Cc1ccccc1)n1cncn1 (stereo not drawn) | -12.0% | 2.7 | u | 22.4%[57.5 µM] | u | u | 1.2% | -54.9* | u
CN(NC(N)=O)c1ncc(C(F)(F)F)cc1Cl | -0.1% | 0.2 | 13.4% | i | 10.0% | -13.0% | 5.6% | 4.9 | 4.5%
CCOC(=O)N1CCN(C(=O)Nc2ccc(Cl)cc2)CC1 | -2.6% | -0.1 | 1.2% | i | -0.4% | -5.3% | -3.7% | 16.9 | -8.9%
CCOc1ccc(/C=N/NS(=O)(=O)c2ccc(C)cc2)cc1OC | 7.2% | 3.1 | -18.1% | -39.3%[inhibitor] | 19.5% | 12.2% | 0.4% | -1.5 | -3.3%
COC(=O)c1ccc2c(=O)n(NC(=O)C(c3ccccc3)c3ccccc3)c(=S)[nH]c2c1 | -17.6% | -12.8 | 13.0% | i | 0.2% | -15.5% | 4.4% | 37.1 | 1.2%
O=C(/C=C/c1ccccc1)NCCN1CCOCC1 | -0.5% | -18.4 | 8.4% | -7.4% | 23.3% | 9.5% | 21.0% | u | -2.8%
COc1ccc(-n2ncc3c2CC(C)(C)CC3NC(=O)C2CCN(C(C)=O)CC2)cc1 (stereo not drawn) | -4.8% | -14.0 | 6.5% | i | 19.3% | 1.6% | -7.8% | -2.5 | -2.1%
Cc1nnc(SCC(=O)N2CC(=O)Nc3ccccc32)s1 | 1.5% | 3.7 | 2.5% | i | 6.4% | 28.6% | -0.6% | -5.3 | -0.5%
N/C(Cc1ccc([N+](=O)[O-])cc1)=N\OC(=O)COc1cccc2ccccc12 | 2.6% | -0.3 | 19.8% | -6.5%[57.5 µM] | u | 13.5% | -0.6% | -5.5 | 18.0%

Some values from the results shown:
`Cc1ccc(Cl)cc1N1CCN(C(=O)c2cnc(N3CCOCC3)c3ccccc23)CC1` in TDP-43 yeast inh → 22.4µM*
`COc1cc(NS(=O)(=O)c2cc(C(=O)N3CCN(C(C)=O)CC3)ccc2OC)cc(OC)c1` in DRD3 antagonist → 4.5
